Bioassay records: PubChem, National Center for Advancing Translational Sciences (NCATS)
Sm TGR inh = S. mansoni TGR enzyme inhibition; Q962Y6; purified TGR, DTNB reduction, TNB absorbance 405 nm; Potency, µM (titrated, usually from 114 µM), for the others: at the top dose activity change, negative = inhibition, usual class: inhibitors; 3% of 360,000 active; note: nearly all actives have a fitted effect of over 60% in size
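TGR 20 nM + NADPH 100 uM (dispensed conc.), cpd preinc 15 min RT; start with NADPH (500 uM addition) then DTNB (15 mM addition). Kinetic TNB absorbance, 405 nm filter. Four-parameter Hill fit across titration.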
HCV inh = inhibitors of hepatitis C virus infection; 3.4% of 340,000 active; Huh7.5.1 HCVcc-Cre infection, luciferase reporter, 44 h; Potency, µM (series often up to 41.8 µM), without a hit: at the top dose activity change, negative = inhibition, actives largely listed as inhibitors
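Luciferase read-out (15 sec integration) after a 15 min room-temperature substrate step quantifies HCVcc-Cre infection. Cells, 1,000 per well, had compound added 4 h post-plating, then virus at ~0.5 moi, and were cultured 44 h.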
LmPK inh = LmPK (Leishmania mexicana) enzyme inhibition | Q27686 | purified LmPK, Kinase-Glo ATP luminescence, 1 h | Potency, µM (series often up to 57.5 µM), inactives show at the top dose activity change, negative = inhibition, usual class: inhibitors | 0.37% of 290,000 active
Target sequence (Q27686 whole entry, looked up): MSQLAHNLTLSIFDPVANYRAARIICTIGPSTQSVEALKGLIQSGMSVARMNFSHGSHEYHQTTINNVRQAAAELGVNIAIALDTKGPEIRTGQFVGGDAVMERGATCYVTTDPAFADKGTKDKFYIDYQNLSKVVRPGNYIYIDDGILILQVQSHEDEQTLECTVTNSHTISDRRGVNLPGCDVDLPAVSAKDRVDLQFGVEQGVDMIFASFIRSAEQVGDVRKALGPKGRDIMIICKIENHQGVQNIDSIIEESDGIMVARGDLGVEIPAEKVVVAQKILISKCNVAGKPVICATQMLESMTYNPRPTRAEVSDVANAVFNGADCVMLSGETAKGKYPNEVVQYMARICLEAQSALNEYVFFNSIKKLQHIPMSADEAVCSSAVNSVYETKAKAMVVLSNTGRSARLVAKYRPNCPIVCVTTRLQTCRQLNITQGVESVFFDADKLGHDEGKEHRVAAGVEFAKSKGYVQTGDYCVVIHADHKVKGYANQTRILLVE
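0.1 nM LmPK, 0.5 mM PEP, 0.1 mM ADP; 50 mM imidazole pH 7.2, 7 mM MgCl2, 50 mM KCl; 1 h RT. Kinase-Glo luminescence readout, normalized to no-enzyme (full inhibition) and uninhibited wells.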
Tb PYK inh = T. brucei pyruvate kinase inhibition. Q57TT1. TbPYK enzyme, Kinase-Glo Plus ATP luminescence, 45 min. Potency, µM (titrated, usually from 76.8 µM), inactives show top-dose activity, negative = inhibition, hits mostly inhibitors. 0.12% of 410,000 active; note: nearly all actives have a fitted effect of over 50% in size
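Glycolytic pyruvate kinase of T. brucei was incubated with substrate, test compound and 130 uM ADP for 45 minutes at room temperature. Luminescent Kinase-Glo Plus signal was measured after 10 minutes.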
Pf growth 96h = inhibits malaria parasite growth, 96 h; 6.9% of 320,000 active; AID 504834; Potency, µM (titrated, usually from 28.7 µM), for inactives: at the top dose activity change, negative = inhibition, most hits filed as inhibitors; P. falciparum luciferase reporter growth, 96 h
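P. falciparum expressing integrated firefly luciferase, in erythrocytes at 2% hematocrit, 0.05% parasitemia, incubated with compounds 96 h at 37 C, 5% CO2. Growth inhibition read as loss of luminescence; two-generation exposure targets delayed-death apicoplast inhibitors.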
Pf growth 48h = P. falciparum growth inhibition at 48 hours (one generation); P. falciparum luciferase growth in erythrocytes, 48 h; Potency, µM (doses to about 28.7 µM), inactives show top-dose activity change, negative = inhibition, hits mostly inhibitors; 5.9% of 310,000 active
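In quantitative HTS format, infected erythrocytes bearing luciferase-reporter parasites were treated for a single generation at 37 C. Luminescence after adding detection reagent served as the growth measure.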
An asterisk follows results filed as active; ? = inconclusive; nt = no result given; & = joins results of further samples; [ ] = remark or other dose. Calls come from the whole dose curve; as a rule, active = well fitted curve in the direction sought with a large enough effect; inconclusive = small, poorly fitted or top-dose-only effect, or another doubt; inactive = no such curve, though single readings can be large; an effect the other way counts as inactive or inconclusive. % is set by controls: 0 for no effect and ±100 for the full control effect; potency is the fitted concentration of half-maximal effect. Compounds were not picked by outcome. About 16% of those tested had a hit in this group.

item	compound	LmPK inh	Tb PYK inh	Pf growth 96h	Sm TGR inh	HCV inh	Pf growth 48h
1	CC(=O)Nc1ccc(Oc2cc(C#N)c(C#N)cc2N2CCOCC2)cc1	4%	-31%	nt	-4%	-1%	6%
2	CCC(C)N(C(=O)CCC(=O)Nc1cc(C)on1)C(C(=O)NC(C)(C)C)c1ccccc1Cl (centres undefined)	2%	-2%	-14%	7%	-12%	?
3	CCN(C(=O)COC(=O)c1cc(S(=O)(=O)N2CCc3ccccc32)ccc1OC)C1CCS(=O)(=O)C1 (centres undefined)	1%	0%	3%	-5%	-22%	-12%
4	CN1C(=O)CSc2ccc(C(=O)O)cc21	5%	-5%	44%	3%	4%	nt
5	COC(=O)CN1C(=O)COc2ccc(S(=O)(=O)N3CCCCCC3)cc21	-3%	-7%	?	0%	4%	-7%
6	COc1ccc(C(=O)N2CC3(C)CC2CC(C)(C)C3)cc1OC (centres undefined)	1%	?	?	1%	-2%	?
7	O=C(CCOc1ccccc1)Nc1ccccc1F	1%	3%	4%	3%	8%	42%[activator]
8	CCCS(=O)(=O)N1CCC(C(=O)NCCCOC)CC1	-8%	-1%	59%[activator]	4%	20%	14%
9	COc1cccc(OCCCCCCN2CCOCC2)c1	0%	4%	41%[activator]	0%	2%	nt
10	Cn1c(CN2CCCCC2)nc2cc(NC(=O)c3cccc(Br)c3)ccc21	-2%	1%&5%	4.7µM*	10%&-24%	5.6µM*	nt
11	CCc1ccc(OCC(=O)N/N=C/c2cc([N+](=O)[O-])ccc2N2CCCCCC2)cc1	2%	23%	66%[activator]	-1%	-23%	?
12	CC1CCCN(CCOCCSc2ccccc2)C1 (centres undefined)	-5%	-6%	?	4%	?	-12%
13	CCn1cnc2scc(-c3ccc(OC)cc3)c2c1=O	8%	3%	10µM*	0%	-14%	-2%
14	COCCNC(=O)c1cccc(C)c1[N+](=O)[O-]	3%	-2%	?	2%	21%	28%
15	CC(=O)c1cccc(NC(=O)NC2CC3CCCC(C2)N3CC(C)C)c1 (centres undefined)	-1%	-1%	10%	-14%	-6%	-6%
16	CCC1(CC)NC(=S)N(Nc2ccccc2)C1=O	2%	-1%	-22%	9%	10%	nt
17	COc1ccc(N(CC(=O)N2CCOCC2)S(C)(=O)=O)cc1	-5%	3%	?	-23%	35%[activator]	-7%
18	Cc1cccc(C)c1NS(=O)(=O)c1ccc2c(c1)C(=O)c1ccccc1C2=O	-1%	37%[activator]	-22%	-19%	10%	-13%
19	CCCCCC(=O)NC(=S)NC1C2CC3CC(C2)CC1C3 (centres undefined)	0%	-11%	3.7µM*	?	?	4.7µM*
20	COc1ccc(C2=NS(=O)(=O)N(C)C(C(=O)NCc3ccc(F)cc3)=C2)cc1OC	-3%	3%	54%[activator]	3%	-28%	-1%
21	CCCc1nc(SCC(=O)Nc2nnc(CC)s2)c2c(=O)n(C)c(=O)n(C)c2n1	-2%	6%	7%	-22%	?	3%
22	Cc1cc(C)c2c(=O)[nH]c(SCC(=O)c3ccc(C(C)C)cc3)nc2n1	6%	-11%	nt	-3%	-6%	3%
23	CCOc1ccc2nc(N=Nc3c(O)[nH]c(=S)[nH]c3=O)sc2c1	2%	-10%	208%[activator]	-3%	?	93%[activator]
24	O=C(CSCc1cc(=O)[nH][nH]1)Nc1ccc(F)cc1	1%	-1%	33%[activator]	-2%	9%	16%
25	Cc1ccc(-c2nc(CSc3nc4ccccc4c(=O)n3CCO)cs2)cc1	-1%	4%	1%	5%	?	-2%
26	O=C(CNc1cccc(S(=O)(=O)N2CCOCC2)c1)Nc1cccc(Br)c1	nt	-10%	9.3µM*	8%	?	6.6µM*
27	Cc1cc(C)c2c(CN3CCN(C/C=C/c4ccccc4)CC3)cc(=O)oc2c1	2%	2%	7.4µM*	-12%	?	9.3µM*
28	Cc1ccc(NC(=O)CSCc2cc(=O)n3ccsc3n2)cc1	-1%	5%	?	-4%	8%	9%
29	Cc1cccc(NC(=S)N(Cc2cccc(Br)c2)CC2CCC(C(=O)O)CC2)c1 (centres undefined)	4%	-7%	-17%	-2%	17%	?
30	CCOC(=O)[C@H]1[C@H]2COc3cc(OC)ccc3[C@@H]2N2C(=O)N(c3cccc(Cl)c3)C(=O)[C@@]12C	3%	0%	?	-6%	?	?
31	O=C(CN1CCN(c2ncccn2)CC1)N1CCCC1	-12%	11%	9%	-1%	-1%	5%
32	COc1cc2c(cc1OC)C(=O)Cc1ccc3c(c1CN(C)CC2)OCO3	2%	-3%	?	3%	23%	9.3µM*
33	COc1ccc(S(=O)(=O)N2CCOCC2)cc1NC(=O)CCOc1ccc(C(C)(C)C)cc1	nt	-3%	?	-9%	?	?
34	O=C(Nc1ccccc1)C1=C[C@H](C2CC2)C[C@H](OCCCCO)O1	2%	-2%	0%	-14%	13%	5%
35	CCC(C)(C)NC(=O)C(OC(=O)c1ccco1)c1ccccc1F (centres undefined)	0%	-10%	?	0%	7%	29%
36	S=c1[nH]nc(COc2ccc(Cl)cc2)n1Cc1ccco1	-16%	?	10%	0%	-6%	2%
37	COc1ccc(C)cc1NC(=O)c1cccc(C(=O)Nc2cc(C)ccc2OC)c1	7%	6%	0%	-22%	6%	?
38	CCOC(=O)C(NC(C)=O)(Nc1ccc(S(=O)(=O)Nc2ccncn2)cc1)C(F)(F)F (centres undefined)	4%	-4%	-17%	-8%	8%	-23%
39	COc1ccc(CCC(=O)NNC(=O)c2cc(Cl)ccc2OC)cc1	-1%	-7%	28%	-4%	5%	10%
40	CS(=O)(=O)c1ccccc1C(=O)Nc1nc2ccccc2[nH]1	2%	4%	10%	15%	6%	0%
41	COc1ccccc1/C=C1\SC(=S)N(CC(=O)NC2CCS(=O)(=O)C2)C1=O (centres undefined)	1%	-8%	?	-1%	14%	-1%
42	CS(=O)(=O)c1ccc(C(=O)Nc2cc(-c3ccccc3)nn2-c2ccccc2)cc1	nt	1%	57%[activator]	-8%	?	?
43	COCc1ccc([C@@H]2C[C@H]3CN(Cc4cccnc4)C(=O)[C@]34CCCN24)o1	3%	-6%	?	45µM*	9%	3%
44	O=C(CCN1N=C(c2ccccc2)CCC1=O)NCCCN1CCOCC1	-4%	-1%	-3%	-1%	-5%	29%
45	CCCCN(C(=O)c1[nH]c(C)c(C(C)=O)c1C)c1c(N)n(CCCC)c(=O)[nH]c1=O	nt	-3%	23%	5%	18%	-3%
46	CCCOc1ccc(C(=O)NNC(=S)NC(=O)c2ccccc2)cc1	8%	-14%	3.3µM*	6%	?	10µM*
47	CCOc1c2ccc(C(=O)NCCCCc3ccccc3)cc2nn1CC	-4%	-1%	-5%	0%	3.5µM*	-6%
48	Cc1cc(C(=O)CSc2nnc(-c3cccnc3)n2-c2ccccc2F)c(C)n1C	-4%	0%	193%[activator][5.75 µM]	?	?	?
49	CCCCNC(=O)CCn1c(=S)[nH]c2cc3c(cc2c1=O)OCO3	4%	0%	139%[activator]	-7%	?	5%
50	O=C(N/N=C/c1cccc(Cl)c1)C1CCCC1	0%	3%	?	32%	0%	26%
51	COc1cc(/C=C/C(=O)OCC(=O)N2c3ccccc3CC2C)cc(OC)c1OC (centres undefined)	nt	-1%	?	-1%	?	?
52	Cc1cccc(Nc2nc(N)nc(CCl)n2)c1	-9%	-5%	9.3µM*	14µM*	3.2µM*	?
53	CS(=O)(=O)N(CC(=O)O)c1ccc(C23CC4CC(CC(C4)C2)C3)cc1	8%	-9%	?	1%	9%	-26%
54	COc1ccc(CNC(=O)C2CCN(S(=O)(=O)c3ccc4c(c3)N(C(C)=O)CCO4)CC2)cc1	0%	2%	25%	-4%	-2%	22%
55	CCOC(=O)CSc1nnc(CNC(=O)c2ccc([N+](=O)[O-])cc2)n1C	3%	-6%	4%	2%	-6%	-20%
56	COc1cc(OC)cc(C(=O)NC(C)CCc2ccccc2)c1 (centres undefined)	8%	2%	?	-17%	-7%	1%
57	CCC(C)(C)NC(=O)C(NS(=O)(=O)c1cccs1)c1ccccc1 (centres undefined)	0%	-12%&-7%	0%	12%&4%	13%	1%
58	CCn1c(SCC(=O)Nc2cc(C)on2)nnc1-c1ccccc1	-3%	-1%	0%	-4%	-4%	-2%
59	C=CCn1c(SCC(=O)c2ccc(F)cc2)nnc1-c1ccc2c(c1)OCO2	-4%	-11%	?	-17%	-22%	-5%
60	Cc1cccc(-c2nn(-c3ccccc3)cc2C(=O)N2CCN(C3CCS(=O)(=O)C3)CC2)c1 (centres undefined)	nt	-2%	2%	-14%	4%	7%

Ordered by heavy-atom count (smallest number first): some entries from above.
item	compound	LmPK inh	Tb PYK inh	Pf growth 96h	Sm TGR inh	HCV inh	Pf growth 48h
35	CCC(C)(C)NC(=O)C(OC(=O)c1ccco1)c1ccccc1F (centres undefined)	0%	-10%	?	0%	7%	29%
53	CS(=O)(=O)N(CC(=O)O)c1ccc(C23CC4CC(CC(C4)C2)C3)cc1	8%	-9%	?	1%	9%	-26%
44	O=C(CCN1N=C(c2ccccc2)CCC1=O)NCCCN1CCOCC1	-4%	-1%	-3%	-1%	-5%	29%
33	COc1ccc(S(=O)(=O)N2CCOCC2)cc1NC(=O)CCOc1ccc(C(C)(C)C)cc1	nt	-3%	?	-9%	?	?

(further entries)
item	compound	LmPK inh	Tb PYK inh	Pf growth 96h	Sm TGR inh	HCV inh	Pf growth 48h
61	Cc1nn(C)c(C(=O)NNC(=S)NCC(C)C)c1Cl	2%	-13%	?	1%	12%	-3%
62	Cc1sc2nc(C3CC3)nc(SCC(=O)NCc3ccco3)c2c1C	-1%	0%	18%	?	2%	-19%
63	NS(=O)(=O)c1ccc(NC(=O)C2CCCO2)cc1 (centres undefined)	4%	0%	nt	36%[activator]	16%	4%
64	O=C(CNC(=O)C1CCCCC1)Nc1ccccc1	-2%	0%	85%[activator]	-9%	0%	22%
65	CCCOc1ccc2c(c1)C(=NN=C(N)N)c1cc(OCCC)ccc1-2	9%	-10%	5%	13%	11µM*	0.66µM*
66	COc1ccc(C(=O)NC(=S)Nc2ccc3[nH]c(=O)[nH]c3c2)c(OC)c1	1%	-7%	18%	1%	11%	47%[activator]
67	OC(COc1ccc2ccccc2c1Cl)CN1CCOCC1 (centres undefined)	6%	-1%	15%	-2%	-16%	133%[activator]
68	COC(=O)c1cc(CNC(=O)CCCSc2ccccc2)ccc1OC	1%	3%	71%[activator]	3%	10%	1%
69	Cc1ccc(C(=O)OCC(=O)NCc2ccco2)cc1S(=O)(=O)N1CCOCC1	nt	-4%	-2%	-17%	-11%	-20%

Random excerpt: 3 records from the list, in no set order.
item	compound	LmPK inh	Tb PYK inh	Pf growth 96h	Sm TGR inh	HCV inh	Pf growth 48h
65	CCCOc1ccc2c(c1)C(=NN=C(N)N)c1cc(OCCC)ccc1-2	9%	-10%	5%	13%	11µM*	0.66µM*
63	NS(=O)(=O)c1ccc(NC(=O)C2CCCO2)cc1 (centres undefined)	4%	0%	nt	36%[activator]	16%	4%
68	COC(=O)c1cc(CNC(=O)CCCSc2ccccc2)ccc1OC	1%	3%	71%[activator]	3%	10%	1%
